PTK2B oligo ant: Pyk2 (human) oligomerization antagonism; Q14289; Q293 cells, Pyk2 FERM NanoBiT luminescence; hits give low values; z-score (the deposit names both 25 µM and 10 µM); 99,000 tested, 0.83% active;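 active = Z-score of -3 or lower, scaled per plate to the spread of control and sample wells; inactive = z-score above -3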;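 note: negative z-score means lost luminescence so less FERM oligomerization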
MT1-MMP txn act: activates MT1-MMP transcription; 86,000 tested, 0.16% active; HT1080 MT1-MMP promoter luciferase reporter, luminescence, overnight; hits give high values; activation factor at 10 µM;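 active = activation factor of at least 2 for MT1-MMP transcription at 10 µM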
CYP2C9 inhib: human CYP2C9 inhibition. P11712. CYP2C9 Supersomes, luciferin-H conversion, luminescence. inhibition, % at 5 µM. 96,000 tested, 20% active. AID 777;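 active = blocking of liver enzyme CYP2C9 beyond about 50% at 5 µM, limit read from the data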; note: values of inactives mirror those of a sister screen read the other way
Target sequence (P11712 whole entry, looked up): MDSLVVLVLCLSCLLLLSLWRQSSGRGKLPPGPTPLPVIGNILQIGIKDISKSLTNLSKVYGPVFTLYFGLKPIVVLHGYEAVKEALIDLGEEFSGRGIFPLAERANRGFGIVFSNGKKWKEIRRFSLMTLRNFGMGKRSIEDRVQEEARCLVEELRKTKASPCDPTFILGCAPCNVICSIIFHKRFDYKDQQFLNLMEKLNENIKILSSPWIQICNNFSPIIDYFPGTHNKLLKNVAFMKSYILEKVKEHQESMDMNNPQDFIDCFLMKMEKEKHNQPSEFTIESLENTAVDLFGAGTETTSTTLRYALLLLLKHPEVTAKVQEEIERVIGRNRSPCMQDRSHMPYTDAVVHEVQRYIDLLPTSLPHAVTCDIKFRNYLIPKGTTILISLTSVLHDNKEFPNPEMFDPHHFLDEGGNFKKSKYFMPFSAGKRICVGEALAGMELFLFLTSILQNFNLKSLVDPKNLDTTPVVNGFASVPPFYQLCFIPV
PLAP activator: activators of human placental alkaline phosphatase; P05187; purified PLAP enzyme, luminescent substrate read-out; hits give high values; activation fold at 20 µM; 96,000 tested, 1.2% active; in the data active = activation fold above about 2
Mac1 fbg inh: CD11b/CD18-fibrinogen binding inhibition; AID 1497; inhibition, % at 10 µM; K562 CD11b/CD18 adhesion to fibrinogen, ATPlite luminescence; Mn2+ added to activate the integrin; P05107+P11215; 93,000 tested, 0.54% active;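 active = primary inhibition of 50% or more at 10 µM, then 40% or more on retest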; note: some results filed as inactive read as strong as hits
Mac1 fbg enh: enhancers of human CD11b/CD18 binding to fibrinogen; activation, % at 10 µM; AID 1499; 93,000 tested, 0.07% active; K562 CD11b/CD18 adhesion to fibrinogen, ATPlite luminescence;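 active = 10 µM primary screen giving 50% or more activity, confirmed by 40% or more on retest at that dose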; note: strong numbers were not always called active; reference of the scale not given here
CYP2C9 activ: increases human cytochrome P450 2C9 activity; P11712; recombinant CYP2C9, luciferin-H conversion, luminescence; hits give high values; factor 1 = untreated enzyme, 0 = blocked; activation factor at 5 µM; 96,000 tested, 1.4% active; AID 1024;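 active = activation factor of 2 or more for CYP2C9 at a 5 µM dose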;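 note: 0 = sulfaphenazole-blocked wells and 1 = vehicle-only wells; values of inactives mirror those of a sister screen read the other way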
CYP2C19 inh: blocks human cytochrome P450 2C19. CYP2C19 Supersomes, luciferin-H EGE luminescence, 30 min. AID 778. 96,000 tested, 21% active. inhibition, % at 5 µM;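 active = CYP2C19 inhibition above a set limit at 5 µM in the primary screen, cut at about 50% in these data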;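 note: plate controls were negative control wells for no effect and 2.5 mM tranylcypromine positive control for full effect; values of inactives mirror those of a sister screen read the other way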
Target sequence (P33261 whole entry, looked up): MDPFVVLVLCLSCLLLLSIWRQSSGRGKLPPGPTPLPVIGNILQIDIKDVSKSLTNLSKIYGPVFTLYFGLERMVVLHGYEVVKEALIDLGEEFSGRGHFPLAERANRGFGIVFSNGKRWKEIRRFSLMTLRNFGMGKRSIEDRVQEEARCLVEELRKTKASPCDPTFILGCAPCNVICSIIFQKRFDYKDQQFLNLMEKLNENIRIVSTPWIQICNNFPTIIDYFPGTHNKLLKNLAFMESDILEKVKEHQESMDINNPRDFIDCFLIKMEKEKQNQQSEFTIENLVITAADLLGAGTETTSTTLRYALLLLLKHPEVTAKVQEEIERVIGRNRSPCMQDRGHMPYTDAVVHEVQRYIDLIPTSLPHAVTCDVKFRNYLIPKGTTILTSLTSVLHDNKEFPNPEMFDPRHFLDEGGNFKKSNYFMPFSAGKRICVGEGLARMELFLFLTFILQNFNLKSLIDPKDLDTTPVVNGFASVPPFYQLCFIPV
CYP2C19 activ: increases human CYP2C19 enzyme activity; P33261; recombinant CYP2C19, luciferin-H EGE luminescence; hits give high values; 0 = fully inhibited enzyme, 1 = untreated enzyme; activation factor at 5 µM; 96,000 tested, under 10 active;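 active = activation factor of at least 2 at 5 µM in the primary screen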;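 note: 0 = wells with 2.5 mM tranylcypromine and 1 = vehicle-only wells; values of inactives mirror those of a sister screen read the other way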
* marks the source's active call; other numbers are inactive results; / = no result given.

Order of values – PTK2B oligo ant	MT1-MMP txn act	CYP2C9 inhib	PLAP activator	Mac1 fbg inh	Mac1 fbg enh	CYP2C9 activ	CYP2C19 inh	CYP2C19 activ
> CN1CCN(c2nc3c(c(=O)[nH]c(=O)n3C)n2CCCSc2ncccn2)CC1
 : 0.44	1.1	4	0.9	2	-3	1	-7	1.1
> CCOc1ccc(N(CC(=O)NCc2cccs2)S(=O)(=O)c2c(C)noc2C)cc1
 : /	1.1	69*	0.8	-7	-3	0.3	86*	0.1
> Cc1cc(C(=O)CSc2nnc(-c3cccs3)o2)c(C)n1-c1ccccc1
 : 0.75	/	89*	1.4	95	-12	0.1	66*	0.3
> COCCn1c(=O)[nH]c2cc(C(=O)NCCN3CCN(c4ccccc4F)CC3)ccc2c1=O
 : 0.43	1.1	6	1.1	-3	-5	0.9	0	1
> Nc1c2c(nc3ccn(Cc4ccccc4)c(=O)c13)CCC2
 : -0.41	1.1	23	0.7	-8	-4	0.8	18	0.8
> CN(C)S(=O)(=O)N1CCc2ccccc2C1
 : 0.91	1	-136	0.9	-3	-8	2.4*	66*	0.3
> CC(C)c1ccc(C2CC(=O)N3CN(Cc4ccco4)CSC3=C2C#N)cc1 (centres undefined)
 : 0.01	1	73*	1.4	-10	1	0.3	28	0.7
> CC(=O)OCCNC(=O)Cn1cnc2c1c(=O)n(C)c(=O)n2C
 : 0.98	1.2	-20	0.9	-6	-1	1.2	-9	1.1
> Cc1ccc(C(C)C)c(OCC(O)CN2CC(C)OC(C)C2)c1 (centres undefined)
 : -0.38	1.1	0	1.3	-2	5	1	35	0.6
> CCOCc1nnc(NC(=O)c2cccs2)s1
 : 2	1.2	24	1.1	-9	2	0.8	-14	1.1
> COC(=O)c1sc(S(=O)(=O)N2CCC(C)CC2)c(C(=O)OC)c1C
 : -1.5	1.1	46	1.2	9	-4	0.5	40	0.6
> C=CCn1c(C(C)NC(=O)CC)nc2ccccc21 (centres undefined)
 : 0.66	1.1	-4	0.9	-14	2	1	-4	1
> O=C(OC(C(=O)NCc1ccc2c(c1)OCO2)c1ccccc1F)c1ccco1 (centres undefined)
 : 0.13	1.2	67*	0.7	8	1	0.3	46	0.5
> Cc1nc2ccccc2c(=O)n1C1CCCCCC1
 : 1.3	0.8	13	0.9	0	4	0.9	58*	0.4
> CC1CCN(c2c(NCc3ccc(C(=O)NCc4cccnc4)cc3)c(=O)c2=O)CC1
 : /	1.1	16	0.9	-3	0	0.8	-2	1
> COCCCNC(=O)C1CC(=O)N(Cc2ccc(OC)cc2)C1 (centres undefined)
 : -0.16	1.1	30	1.1	/	/	0.7	44	0.6
> C(=N\Nc1ccc(-n2ccnc2)nn1)/c1ccccc1
 : -0.16	/	93*	1.2	7	-4	0.1	98*	0
> Cc1cccc(/C(N)=N/OC(=O)c2cccs2)c1
 : -0.4	/	38	0.8	/	/	0.6	22	0.8
> CCc1nccn1S(=O)(=O)c1ccc(C)c(C)c1
 : 1.4	1.1	-16	1.2	-8	0	1.2	8	0.9
> CCOc1cc(/C=C(/C#N)c2ccc(F)cc2)ccc1OCc1ccc(C(=O)O)o1
 : -2.5	1.2	45	1.4	4	-1	0.5	2	1
> Cc1cccc(CSC2=NCCN2C(=O)c2ccc(Br)o2)c1
 : /	0.9	25	0.8	-10	0	0.7	73*	0.3
> COc1cc(C(=O)NCc2nnc(SCC(=O)N3CCC(C)CC3)o2)cc(OC)c1OC
 : -0.02	/	36	1.2	-1	-3	0.6	-3	1
> O=C(CSc1nnc(-c2ccc(Cl)cc2)n1Cc1ccco1)NCc1ccc2c(c1)OCO2
 : 0.41	1	56*	0.9	-1	3	0.4	38	0.6
> COc1ccc(C(=S)Nc2ccccc2)cc1
 : -0.26	/	15	1	-13	68	0.8	65*	0.3
> C=CCSC1=C(C#N)C2(CCCCC2)C(C#N)C(=O)N1 (centres undefined)
 : -0.28	1.1	83*	1.2	-11	-2	0.2	58*	0.4
> CCn1c(CNc2ccc(C)cc2)nnc1SCC(=O)NCc1ccccc1
 : 1.9	1.1	37	1.6	-38	10	0.6	78*	0.2
> CN1CCN(Cc2nc3c(c(=O)n(C)c(=O)n3C)n2Cc2cccc3ccccc23)CC1
 : 0.23	1.2	-9	1.9	-16	6	1.1	-17	1.2
> COc1cccc(NC(=O)C(C)Oc2ccccc2)c1 (centres undefined)
 : -0.88	1.3	56*	1	3	-3	0.4	80*	0.2
> CCCc1cc(C(=O)Nc2ccccc2SC)no1
 : /	1.5	-304	0.9	2	2	4*	20	0.8
> Nc1cccc(-c2cn3cc(C(F)(F)F)cc(Cl)c3n2)c1
 : -1.1	/	15	1	12	6	0.9	9	0.9
> CC1CCc2nc(NC(=O)C3COc4ccccc4O3)sc2C1 (centres undefined)
 : /	/	16	1.1	56	-9	0.8	-1	1
> CCOC(=O)Cc1csc(NS(=O)(=O)Cc2ccccc2)n1
 : 0.05	1.2	77*	1	15	0	0.2	1	1
> CCOC1CCCCC1NS(=O)(=O)c1ccc(Cl)cc1 (centres undefined)
 : -0.17	1.1	6	1.1	4	-1	0.9	70*	0.3
> Cc1cc(C)n2nc(CC(=O)NC3CCCCCC3)nc2n1
 : 0.55	1.1	-18	1.1	17	0	1.2	-14	1.1
> O=C(/C=C/c1cccs1)c1ccc(NC(=O)c2cccc(Br)c2)cc1
 : -0.56	/	38	0.9	-3	32	0.6	13	0.9
> Cc1cccc(OCCCC(=O)NC(C)c2ccccc2)c1 (centres undefined)
 : 0.4	1	-52	1.1	-7	0	1.5	46	0.5
> COc1cc(-c2nc(S(=O)(=O)c3ccc(C)cc3)c(N3CCOCC3)o2)cc(OC)c1OC
 : 0.94	1	51*	1.4	0	0	0.5	33	0.7
> CC1(C)Cc2c(c(N3CCOCC3)nc3sc(C(=O)N4CCCCC4)c(N)c23)CO1
 : /	1.1	25	1.5	2	11	0.8	-6	1.1
> O=C(C#Cc1cccc([N+](=O)[O-])c1)c1ccccc1
 : -0.62	1	16	1	11	-3	0.8	10	0.9
> CCOc1ccc(CCNC(=O)CN2CCN(Cc3ccccc3C)C2=O)cc1OCC
 : 1.7	1	36	1.5	-6	-1	0.6	36	0.6

In the list so far, 3 contain a Cl atom:
Order of values – PTK2B oligo ant	MT1-MMP txn act	CYP2C9 inhib	PLAP activator	Mac1 fbg inh	Mac1 fbg enh	CYP2C9 activ	CYP2C19 inh	CYP2C19 activ
> O=C(CSc1nnc(-c2ccc(Cl)cc2)n1Cc1ccco1)NCc1ccc2c(c1)OCO2
 : 0.41	1	56*	0.9	-1	3	0.4	38	0.6
> Nc1cccc(-c2cn3cc(C(F)(F)F)cc(Cl)c3n2)c1
 : -1.1	/	15	1	12	6	0.9	9	0.9
> CCOC1CCCCC1NS(=O)(=O)c1ccc(Cl)cc1 (centres undefined)
 : -0.17	1.1	6	1.1	4	-1	0.9	70*	0.3

Later entries
Order of values – PTK2B oligo ant	MT1-MMP txn act	CYP2C9 inhib	PLAP activator	Mac1 fbg inh	Mac1 fbg enh	CYP2C9 activ	CYP2C19 inh	CYP2C19 activ
> O=C(Cn1c(CN2CCCCC2)nc2ccccc2c1=O)NCc1ccco1
 : -0.77	1.2	75*	1.6	67	1	0.3	55*	0.5
> CC1CC(C)CN(CC(C)(C)NS(=O)(=O)c2ccc(Cl)cc2)C1 (centres undefined)
 : -0.17	/	56*	/	6	-2	0.4	76*	0.2
> Cc1ccc(S(=O)(=O)N/N=C/c2cn(C)nc2C)cc1
 : 0.89	/	64*	1	-13	-3	0.4	51*	0.5
> COc1ccc(-n2c(Cc3cccn3C)nnc2SCC(=O)Nc2ccc(C(C)=O)cc2)cc1
 : /	1	15	1.7	7	1	0.8	1	1
> COc1ccc(OC)c(C2N(c3cc(C)on3)C(=O)C3CCCN32)c1 (centres undefined)
 : -0.38	1	8	1	/	/	0.9	2	1
> CC(C)CC1C(C#N)=C(N)SC(N)=C1C#N
 : 0.29	1.2	13	1.2	18	1	0.9	42	0.6
> COc1ccc(S(=O)(=O)N2CCC(n3cnc4cc(C(F)(F)F)ccc43)CC2)cc1
 : 0.09	1.2	47	1.8	4	4	0.5	74*	0.3
> CN1CCN(c2cc(=O)n(-c3ccc(Cl)cc3)c(=O)[nH]2)CC1
 : /	1.2	-8	1.1	9	-3	1.1	-17	1.2
> CC(NC(=O)C(Cc1ccccc1)N1C(=O)C2C3CCC(C3)C2C1=O)c1ccccc1 (centres undefined)
 : -0.86	/	5	1.1	17	-3	1	43	0.6
> CNC(=O)OC(C)CNS(=O)(=O)c1ccc(C)cc1 (centres undefined)
 : 1.2	1.2	-2	0.9	/	/	1	25	0.8
> C=CCOn1c(=O)c(-c2ccc(OC)cc2)[n+]([O-])c2ccccc21
 : -0.79	1.2	48	0.9	5	2	0.5	18	0.8
> CC(C)NC(=O)C12CC3CC(C1)CC(n1cnc(Cl)n1)(C3)C2
 : 0.21	/	11	0.8	-1	-5	0.9	16	0.8
> Cc1ccc(S(=O)(=O)NCCCNC(=O)c2ccccc2)cc1
 : -0.37	1.1	20	1.1	22	-6	0.8	42	0.6
> Cc1cc(C)n(-c2ccc(C(=O)Nc3ccc(S(=O)(=O)NCc4ccco4)cc3)cc2)n1
 : -2.3	0.9	66*	0.9	20	-5	0.3	24	0.8
> CC1CN(C)C(c2ccccc2)C(C)C12NC(=O)NC2=O (centres undefined)
 : 0.84	1.6	-1	1	0	-6	1	7	0.9
> Cc1cc(N2CCN(S(=O)(=O)c3ccc(Cl)cc3)CC2)c2ccccc2n1
 : -0.55	/	40	1.9	85*	-8	0.6	82*	0.2
> COc1ccccc1-n1c(=O)[nH]c2c(C(N)=O)nc(C3CCCCC3)nc21
 : /	1.1	0	1.9	1	-2	1	-15	1.2
> CCCc1cc2c(=O)c(-c3ccccn3)coc2cc1OC
 : -0.69	1.6	-72	0.8	-8	1	1.7	8	0.9
> CCCCCCCNC(=O)COc1ccc2c(c1)C(=O)CC(C)(C)O2
 : -0.63	/	96*	1.4	0	5	0	88*	0.1
> CCOC(=O)c1noc(C)c1C(=O)Nc1cccc(F)c1
 : 0.44	/	5	1	-7	1	1	42	0.6
> Cc1cc(N2C(=O)CC(N3CCN(c4ccc(C(=O)c5cccs5)cc4)CC3)C2=O)no1 (centres undefined)
 : 0.23	1.1	59*	1.3	0	0	0.4	25	0.8
> CCN1CCN(CCCNC(=O)Cn2cc3c(n2)CCCC3)CC1
 : /	1	-17	1.2	6	-4	1.2	-22	1.2
> N/C(=N\OC(=O)c1cc(-c2ccccc2)nc2ccccc12)c1ccc(Cl)cc1
 : 0.52	/	46	0.9	2	-3	0.5	4	1
> Nc1nc(-c2cccs2)c(NC(=O)c2ccccc2)s1
 : 0.92	1.1	21	0.9	-17	-1	0.8	39	0.6
> O=C(c1c(F)cccc1F)N(Cc1ccccn1)C1CCCC1
 : 0.12	1	12	1.1	-11	-4	0.9	10	0.9
> COc1ccc(CSc2nnnn2Cc2ccccc2)cc1OC
 : 0.68	1.2	75*	1.7	-10	3	0.3	89*	0.1
> O=C(NCCCn1ccnc1)c1sc2cccc(F)c2c1Cl
 : 0.93	1	91*	1.2	1	-2	0.1	96*	0
> CC(O)c1nc2ccccc2n1C/C=C/c1ccccc1 (centres undefined)
 : 0.02	1	55*	1.7	-34	0	0.5	98*	0

Records listed above marked active in CYP2C9 activ:
Order of values – PTK2B oligo ant	MT1-MMP txn act	CYP2C9 inhib	PLAP activator	Mac1 fbg inh	Mac1 fbg enh	CYP2C9 activ	CYP2C19 inh	CYP2C19 activ
> CN(C)S(=O)(=O)N1CCc2ccccc2C1
 : 0.91	1	-136	0.9	-3	-8	2.4*	66*	0.3
> CCCc1cc(C(=O)Nc2ccccc2SC)no1
 : /	1.5	-304	0.9	2	2	4*	20	0.8

Source: PubChem (Sanford-Burnham Center for Chemical Genomics)
